Source: PubChem BioAssay
STK33 inh – inhibitors of purified STK33 kinase, primary screen, biochemical, ADP-Glo luminescence, homogeneous, cell-free; 0.073% of 320,000 active; AID 2661, 2010; MBP phosphorylation; inhibition, % at 10 µM; Serine/threonine-protein kinase 33 (Homo sapiens), Q9BYT3;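 active = inhibition at or above 25%, using the most active replicate where run in duplicate; inactive = inhibition below 25%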
Target sequence (Q9BYT3 whole entry, looked up): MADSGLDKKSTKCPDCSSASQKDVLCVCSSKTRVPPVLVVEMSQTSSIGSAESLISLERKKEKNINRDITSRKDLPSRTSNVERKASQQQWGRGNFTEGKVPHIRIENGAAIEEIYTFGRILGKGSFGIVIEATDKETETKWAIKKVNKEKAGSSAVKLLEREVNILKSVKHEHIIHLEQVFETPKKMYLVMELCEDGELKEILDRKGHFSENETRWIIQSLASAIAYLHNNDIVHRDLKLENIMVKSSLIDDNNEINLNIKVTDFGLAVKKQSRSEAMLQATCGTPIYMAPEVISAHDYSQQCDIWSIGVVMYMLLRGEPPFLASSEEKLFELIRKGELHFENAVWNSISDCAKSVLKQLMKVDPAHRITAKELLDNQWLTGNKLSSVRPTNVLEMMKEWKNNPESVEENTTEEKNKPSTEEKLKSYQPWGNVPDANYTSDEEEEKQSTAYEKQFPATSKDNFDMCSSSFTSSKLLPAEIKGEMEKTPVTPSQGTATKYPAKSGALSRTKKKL
CHT PAM – CHT positive allosteric modulators, primary screen, cell-based, membrane potential dye, choline EC20. B-score at 10 µM. CHT-expressing cells; stronger effect = higher value; LV-AA mutant CHT in HEK293 cells. High affinity choline transporter 1 (Homo sapiens), Q9GZV3. AID 488977, 2010. 0.49% of 310,000 active;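 active = initial fluorescence not abnormally high and integrated response B-score, plate-corrected, over 3 SD above library mean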
Target sequence (Q9GZV3 whole entry, looked up): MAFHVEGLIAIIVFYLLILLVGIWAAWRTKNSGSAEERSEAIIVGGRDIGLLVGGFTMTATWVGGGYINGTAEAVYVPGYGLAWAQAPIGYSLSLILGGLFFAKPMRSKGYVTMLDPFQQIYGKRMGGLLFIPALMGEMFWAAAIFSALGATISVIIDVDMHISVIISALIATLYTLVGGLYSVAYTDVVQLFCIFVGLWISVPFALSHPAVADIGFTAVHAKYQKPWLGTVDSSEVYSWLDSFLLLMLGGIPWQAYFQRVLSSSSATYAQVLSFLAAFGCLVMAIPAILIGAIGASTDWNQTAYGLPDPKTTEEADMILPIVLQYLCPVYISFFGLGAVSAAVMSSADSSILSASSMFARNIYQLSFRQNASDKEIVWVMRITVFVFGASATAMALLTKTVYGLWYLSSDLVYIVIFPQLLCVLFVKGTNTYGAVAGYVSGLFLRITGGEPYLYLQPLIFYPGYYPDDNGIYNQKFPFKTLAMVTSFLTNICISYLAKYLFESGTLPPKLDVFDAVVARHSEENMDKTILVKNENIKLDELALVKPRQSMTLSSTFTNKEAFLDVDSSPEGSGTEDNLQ
CHT inh – inhibitors of human choline transporter CHT; B-score at 10 µM; CHT-expressing cells, membrane potential dye, choline response; stronger effect = lower value; 0.86% of 310,000 active; AID 488975, 2010; High affinity choline transporter 1 (Homo sapiens), Q9GZV3;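 active = B-score over 3 SD under the library average, and starting fluorescence ratio not unusually high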;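 also: choline stimulus applied at its EC90 after an EC20 pre-addition; B-score computed on integrated fluorescence ratio after choline addition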
* = called active by the depositor; i = inactive; x = not tested or not shown. No enrichment for hits, and some 1.5% of all compounds hit somewhere here.

| SMILES | STK33 inh | CHT inh | CHT PAM |
| --- | --- | --- | --- |
| Cc1cccc(OCc2n[nH]c(=S)n2-c2ccccc2)c1 | x | i | i |
| COc1ccc2nc(-c3ccccc3)nc(SCC(=O)NCC3CCCO3)c2c1 (stereo not given) | -3.6 | i | i |
| CC(Nc1ccc(Cl)cc1)C(=O)NN (stereo not given) | -0.7 | i | i |
| CC(C)C1=NOC(C(=O)N2CCC(N3CCC(C(=O)N4CCOCC4)CC3)CC2)C1 (stereo not given) | -0.9 | i | i |
| O=C(Cc1ccccc1)NCCn1ccc2ccccc21 | 0.7 | i | i |
| Cc1ccc(/C=N/NC(=O)C(c2ccncc2)N2CCOCC2)cc1 (stereo not given) | 0.6 | i | i |
| COCCCNC(=O)Cn1nnc(-c2ccccc2NC(=O)c2ccc(F)cc2)n1 | -0.3 | i | i |
| Cc1cccc(-n2ncc3c(NCc4ccco4)ncnc32)c1 | 0.6 | i | i |
| O=C(N/N=C/c1ccccc1OCC(=O)N1CCCC1)C(=O)Nc1ccccc1F | 2.6 | i | i |
| Fc1ccc(NC(=S)NCCN2CCOCC2)cc1 | 0.6 | i | i |
| Cc1cc(-c2nc(C)c(C(=O)NNS(=O)(=O)c3cccc(C(F)(F)F)c3)s2)no1 | 1.3 | i | i |
| COc1ccc(-c2[nH]ncc2CN(C)C(C)c2ccncn2)c(F)c1 (stereo not given) | 1.2 | i | i |
| COc1cccc(-n2c(C)nc3cc(C(=O)O)ccc32)c1 | 0.1 | i | i |
| COc1cc(O)c(C(=O)/C=C/c2ccccc2)c(OC)c1 | 1.0 | i | i |
| COc1cc(NC(=O)c2ccc(N)nc2)cc(C(=O)Nc2cccc(C(F)(F)F)c2)c1 | -1.2 | i | i |
| COc1ccc(OC)c(/C=N/N=C2\SCC(=O)N2Cc2ccco2)c1 | -0.6 | i | i |
| CCC(CO)Nc1nc2ccc(Cl)cc2c2ccccc12 (stereo not given) | 0.6 | i | i |
| NC(=O)c1cc2ccccc2o/c1=N/NC(=O)c1cccs1 | -0.4 | i | i |
| Cc1cc2cc3c(cc2nc1SCC(=O)Nc1ccccc1)CCC3 | -5.6 | i | i |
| O=C(C1CCCC1)N(c1ccccc1)C1C=CS(=O)(=O)C1 (stereo not given) | 0.5 | i | i |
| Cc1ccc(S(=O)(=O)/N=C2/C=C(Sc3ncn[nH]3)C(=O)c3ccccc32)cc1 | 0.7 | i | i |
| O=[N+]([O-])c1c(Nc2ccccc2O)ccc2nonc12 | 0.5 | i | i |
| O=C(NCCO)c1cc2ccccc2cc1O | -1.3 | i | i |
| O=C(NC(=S)N1CCCCC1c1cccnc1)c1ccc(F)cc1 (stereo not given) | -0.5 | i | i |
| O=C(Nc1ccccc1)[C@@H]1CC=C[C@@H]2CCN(Cc3ccc(Cl)c(Cl)c3)C(=O)[C@@H]21 | -2.8 | i | i |
| COc1ccccc1NS(=O)(=O)c1cc(NC(=O)Nc2ccccc2)ccc1N1CCCCC1 | -0.9 | i | i |
| Cc1ccc(C(=O)Nc2ccccc2Cl)cc1 | 1.6 | i | i |
| CCS(=O)(=O)N1CCC(N2CCN(c3ccccc3)CC2)CC1 | -2.2 | i | i |
| Cc1sc2ncnc(Sc3ccccc3C(=O)Nc3ccc(C#N)cc3)c2c1C | -1.7 | i | i |
| [N-]=[N+]=CC(=O)CC(c1ccccc1)N1C(=O)c2ccccc2C1=O (stereo not given) | 5.0 | i | i |
| COc1ccc(CCC(=O)NCc2cn3ccsc3n2)cc1 | -1.5 | i | i |
| CCC(=O)Nc1ccc2c(c1)nc(CCN1CCCCC1)n2C | -0.9 | i | i |
| CC(c1ccco1)N(C(=O)C12CC3(C)CC(C)(CC(C)(C3)C1)C2)c1ccccn1 (stereo not given) | -0.1 | i | i |
| COc1ccc(NC(=S)/N=C(\N)Nc2nc(C)c3ccccc3n2)cc1 | -1.3 | i | i |
| Cc1nnc(SCC(=O)NNC(=O)C(C)C)[nH]c1=O | -1.0 | i | i |
| O=C(Nc1ccc(N2CCN(C(=O)c3ccccc3)CC2)c(Cl)c1)c1ccc(Br)o1 | -2.1 | i | i |
| CC1CC2(CCCC2)N(C(=O)c2ccccc2)Cc2ccccc21 (stereo not given) | -1.3 | i | i |
| CN1c2ccccc2C(=O)NC1c1ccc([N+](=O)[O-])s1 (stereo not given) | 0.0 | i | i |
| CCOC(=O)COc1c(/C=N\O)cc(Cl)cc1OC | -0.8 | i | i |
| Cc1ccc(OCC(=O)N/N=C/c2cccn2C)cc1C | -1.1 | i | i |
| COc1ccc(Cl)c(OC)c1C(=O)NC(=O)Nc1nc(C)nc(C)n1 | 1.5 | i | i |
| COC(=O)c1c(N2C(=O)CC(Sc3ccccc3C(=O)O)C2=O)sc2c1CCCC2 (stereo not given) | -1.4 | i | i |
| Nn1c(CN2CCCCC2)nc2ccccc2c1=O | -4.3 | i | i |
| O=C1Nc2ccc(Br)cc2C1(O)c1ccc(F)cc1 (stereo not given) | 0.4 | i | i |
| COc1ccc(C(=O)Cc2cc3cccc(OC)c3oc2=O)cc1 | 0.0 | i | i |
| Cc1cc(F)ccc1NCc1ccc([N+](=O)[O-])cc1 | -2.6 | i | i |
| Cc1ccccc1N1CCN(Cc2nc(Cc3ccccc3)no2)CC1 | 0.0 | i | i |
| COc1ccc(-c2cc3nnc(-c4ccccc4)nc3s2)cc1 | -1.2 | i | i |
| Cc1ccc(/C(O)=C2/C(=O)C(=O)N(CCN3CCOCC3)C2c2ccccn2)cc1 (stereo not given) | 1.7 | i | i |
| O=C(CN1CCc2[nH]c3ccccc3c2C1)N1CCCCC1 | -1.2 | i | i |
| CCOC(=O)c1sc(NC(=O)CSc2nncn2C)nc1C | -0.5 | i | i |
| CCn1ncc(CNC(=O)CCSc2nc(-c3ccco3)cc(C(F)(F)F)n2)c1C | 0.1 | i | i |
| CCOc1cc(-c2nc(-c3ccncc3)no2)cc(OCC)c1OCC | 2.6 | i | i |
| O=c1c2ccccc2nc(/C=C/c2cccc(Br)c2)n1CCCO | 0.1 | i | i |
| O=C(NCC(=O)N(c1ccc(F)cc1)C(C(=O)NC1CCCCC1)c1cccnc1)c1ccco1 (stereo not given) | -1.3 | i | i |
| O=C(Nc1ccccc1C(=O)N1CCOCC1)c1ccc(F)cc1 | -0.3 | i | i |

The list goes on:
| SMILES | STK33 inh | CHT inh | CHT PAM |
| --- | --- | --- | --- |
| O=C(CCCc1ccccc1)NCCc1ccccc1 | -0.7 | i | i |
| CCOc1ccc2[nH]c(=O)c(CN(Cc3ccco3)Cc3nnnn3Cc3ccccc3)cc2c1 | 0.1 | i | i |
| CCCn1c(SCC(=O)Nc2nc(C)cs2)nnc1-c1cccnc1 | 0.7 | i | i |
| O=c1cc(CSc2nnnn2-c2ccccc2)nc2nc[nH]n12 | 0.3 | i | i |
| CCN1CCN(C(=O)C(C)N(c2ccc(C)cc2)S(C)(=O)=O)CC1 (stereo not given) | 0.9 | i | i |
| CCc1nnc(NC(=O)c2ccc3ccccc3n2)s1 | 1.1 | i | i |
| COc1ccc(CCN2C(=O)C3C4CC(C5C(C(=O)O)=NOC45)C3C2=O)cc1OC (stereo not given) | -2.2 | i | i |
| CCN(C(=O)c1cccc(NC(=O)c2ccccc2)c1)C1CCCCC1 | -1.6 | i | i |

One compound at a time, from the list above. Order of values: STK33 inh	CHT inh	CHT PAM
`CCN1CCN(C(=O)C(C)N(c2ccc(C)cc2)S(C)(=O)=O)CC1` (stereo not given) across the screens: 0.9	i	i
`CCCn1c(SCC(=O)Nc2nc(C)cs2)nnc1-c1cccnc1` across the screens: 0.7	i	i
`O=c1cc(CSc2nnnn2-c2ccccc2)nc2nc[nH]n12` across the screens: 0.3	i	i
`CCc1nnc(NC(=O)c2ccc3ccccc3n2)s1` across the screens: 1.1	i	i
`COc1ccc(CCN2C(=O)C3C4CC(C5C(C(=O)O)=NOC45)C3C2=O)cc1OC` (stereo not given) across the screens: -2.2	i	i

Next part.
| SMILES | STK33 inh | CHT inh | CHT PAM |
| --- | --- | --- | --- |
| Cc1ccc(NC(=O)C2CCN(S(=O)(=O)c3ccc4c(c3)OCCO4)CC2)c(O)c1 | -1.7 | i | i |
| COc1cc(C(=O)NCC(C)(C)CNC(=O)c2cc(OC)c(OC)c(OC)c2)cc(OC)c1OC | -1.6 | i | i |
| COC(=O)c1ccc2c(c1)C(C)(C)C(/C=C/c1ccccc1O)=[N+]2C | 7.9 | i | 7.2* |
| CCN(CC)c1ccc(NC(=O)CNCc2ccccc2Cl)c(C)c1 | 1.1 | -5.2* | i |
| Cc1noc(C)c1CSCc1ccc(Cl)cc1 | 0.1 | i | i |
| CC(C)c1ccc(C(N)=S)cc1 | -1.3 | i | i |
| COc1ccccc1NC(=O)Nc1nnc(C(C)c2ccccc2)s1 (stereo not given) | 0.5 | i | i |
| CCS(=O)(=O)Nc1c(C)n(C)n(-c2ccccc2)c1=O | -1.0 | i | i |
| Cc1ccc(N(CC(=O)Nc2ccc(S(=O)(=O)N3CCOCC3)cc2)S(C)(=O)=O)cc1C | -1.0 | i | i |
| CCOC(=O)c1[nH]c(C)c(C(=O)NC2CCCCCC2)c1C | -0.3 | i | i |
| COc1cccc(CN(C)CC(=O)Nc2cccc(C(F)(F)F)c2)c1OC | -1.3 | i | i |
| CCOC(=O)CSc1nnc(CSc2nc3ccccc3c(=O)[nH]2)n1-c1ccccc1 | -0.6 | i | i |
| Cc1[nH]n(-c2ccc([N+](=O)[O-])cc2)c(=O)c1C=NCCN1CCN(C(=O)c2cccc(F)c2)CC1 | -0.9 | i | i |
| CCc1ccc2nc(-c3cccc(C)c3)nc(SCC(=O)NCC3CCCO3)c2c1 (stereo not given) | -1.3 | i | i |
| O=C(NCc1cn2ccsc2n1)c1cccc(C(F)(F)F)c1 | 0.0 | i | i |
| C#CCOCCOCCOCCNc1nc(N2CCN(C(=O)Cn3cc(CC(C)O)nn3)CC2)nc(N2CCN(C(=O)[C@H](CCCCN)n3cc(CCC(=O)O)nn3)CC2)n1 (stereo not given in full) | -2.0 | i | i |
| CCOC(=O)c1ccc(NS(=O)(=O)c2ccc3oc(=O)[nH]c3c2)cc1 | -2.1 | i | i |
| C=CCOc1ccc(Br)cc1CNCCO | -0.4 | i | i |
| CCOc1ccc(CCNC(=O)CSc2cc(=O)n(C)c3ccc(Cl)cc23)cc1OCC | x | i | i |
| N#Cc1ccsc1NC(=O)COC(=O)c1cc(Br)ccc1O | 0.4 | i | i |
| CCS(=O)(=O)Nc1cccc(-c2ccc3nnc(C)n3n2)c1 | -0.4 | i | i |
| CCCCC#Cc1ccc(C(=O)NNC(=O)Nc2ccccc2)o1 | 1.5 | i | i |
| Cc1ccc(CNC(=O)Cn2nnc(C(=O)Nc3cccc(C)c3C)c2N)cc1 | -0.1 | i | i |
| Fc1ccc(-c2cc3nc(-c4ccccc4)cc(N4CCOCC4)n3n2)cc1 | -1.4 | i | i |
| Cc1cc(C)cc(NC(=O)CCc2nc3ccccc3[nH]2)c1 | -1.2 | i | i |
| COc1cc(C=O)ccc1OCC(=O)Nc1ccccc1N1CCOCC1 | -0.8 | i | i |
| CN(Cc1nccn1C)C(=O)CC1C(=O)NCCN1Cc1ccccc1C(F)(F)F (stereo not given) | -1.6 | i | i |
| CCn1c(=O)c2c(nc(SCC(=O)Nc3ccccc3)n2C)n(C)c1=O | -2.4 | i | i |
| O=c1c2ccccc2nc2c3ccccc3ncn12 | 1.1 | i | i |
| CC(C)(C)NCC(O)CON=C1c2ccccc2-c2ccccc21 (stereo not given) | -1.5 | i | i |
| Cc1nn(C)c(C)c1CNC(=O)Nc1cccc(Cl)c1C | -2.8 | i | i |
| COc1cc(O)c(/C=N/NC(=O)c2ccncc2)c(OC)c1[N+](=O)[O-] | -0.4 | i | i |
| COc1cc2c(C(=O)OCCN(C)C)c(CSc3ccccc3)n(C)c2cc1Br | -0.6 | i | i |
| CC1CCN(c2cc(=O)n(C3CCCCC3)c(=O)[nH]2)CC1 | -1.4 | i | i |
| COCCNC(=O)/C(C#N)=C/c1ccc(OCc2ccccc2)cc1 | 1.6 | i | i |
| CCNc1ccc(Br)cc(C(=O)/C=C/c2ccc(Cl)cc2Cl)c1=O | -0.2 | i | i |
| CC(=O)Nc1ccc(CN2CCc3c([nH]c4ccccc34)C2C(C)(C)C)cc1 (stereo not given) | -0.2 | i | i |
| O=C(NCCN1CCOCC1)C1CCN(S(=O)(=O)N2CCCCC2)CC1 | -1.4 | i | i |
| O=C(Nc1cccc(C(F)(F)F)c1)/C(=C\c1ccco1)NC(=O)c1cccs1 | 0.4 | i | i |
| COc1ccccc1NS(=O)(=O)c1cccc(C(=O)N/N=C/c2cn(-c3ccccc3)nc2-c2ccccc2)c1 | x | i | i |
| CCOC(=O)CSc1nc(Cc2ccccc2)nc2ccccc12 | -3.0 | i | i |
| CC(=O)Nc1ccc(NC(=O)CSc2nc3[nH]ncc3c(=O)n2-c2ccccc2)cc1 | -0.6 | i | i |
| COc1ccc(NC(=S)NCCc2ccccc2OC)c(OC)c1 | -2.2 | i | i |
| N=c1c(C(=O)NCC2CCCO2)cc2c(=O)n3ccccc3nc2n1C1CCCCC1 (stereo not given) | -0.4 | i | i |
| O=C1[C@H]2[C@H](C=CC[C@H]2C(=O)N2CCOCC2)CCN1Cc1ccccc1 | -0.3 | i | i |
| NS(=O)(=O)c1ccc(CNC(=O)c2cc(-c3ccccn3)nc3ccc(Cl)cc23)cc1 | -1.1 | i | i |
| CCOc1ccc(NS(=O)(=O)c2ccc(C(=O)NCC(c3ccc(OC)cc3)N3CCOCC3)cc2)cc1 (stereo not given) | -1.9 | i | i |
| CC(C)C(NC(=O)c1cccs1)c1nnc(SCC(=O)Nc2nccs2)n1C (stereo not given) | -0.4 | i | i |
| CC(C)(C)C(=O)OCc1nc(-c2ccc(O)c(O)c2)cs1 | 2.4 | i | i |
